Screening data: PubChem BioAssay, Dana-Farber Cancer Institute and Novartis Institutes for BioMedical Research (Cambridge, Mass)
USP8 inh: blocks human USP8 ubiquitin-rhodamine cleavage. P40818. purified USP8, Ub-rhodamine cleavage fluorescence, 30 min. inhibition, % at 20 µM. 47,000 tested, 4.2% active. AID 1645853
UCHL1 block: blocks human UCHL1 ubiquitin-rhodamine cleavage. P09936. purified UCHL1, Ub-rhodamine cleavage fluorescence. inhibition, % at 20 µM. 47,000 tested, 0.2% active. AID 1645859
OTUD3 block: blocks human OTUD3 ubiquitin-rhodamine cleavage; 47,000 tested, 0.7% active; inhibition, % at 25 µM; purified OTUD3, Ub-rhodamine fluorescence, 2 h; AID 1645858
Target sequence (Q5T2D3 whole entry, looked up): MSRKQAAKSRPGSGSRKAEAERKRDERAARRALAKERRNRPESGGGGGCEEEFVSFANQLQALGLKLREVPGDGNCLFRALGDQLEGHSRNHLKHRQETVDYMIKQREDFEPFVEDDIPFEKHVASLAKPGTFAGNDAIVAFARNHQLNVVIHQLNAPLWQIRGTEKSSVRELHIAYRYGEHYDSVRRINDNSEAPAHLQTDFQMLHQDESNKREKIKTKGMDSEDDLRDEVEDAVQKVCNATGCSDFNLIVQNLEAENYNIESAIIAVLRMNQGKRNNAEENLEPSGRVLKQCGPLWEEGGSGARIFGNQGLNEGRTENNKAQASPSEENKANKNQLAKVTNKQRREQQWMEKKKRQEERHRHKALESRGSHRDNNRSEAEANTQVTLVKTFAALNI
USP10 inh: human USP10 deubiquitinase inhibition | Q14694 | purified USP10, Ub-rhodamine fluorescence, 60 min | inhibition, % at 20 µM | 47,000 tested, 1.1% active | AID 1645856
USP30 inh: human USP30 deubiquitinase inhibition; Q70CQ3; purified USP30, Ub-rhodamine cleavage fluorescence; inhibition, % at 25 µM; 47,000 tested, 5.3% active; AID 1645860
USP7 block: inhibitors of human USP7 deubiquitinase; purified USP7, Ub-rhodamine cleavage fluorescence; inhibition, % at 20 µM; 47,000 tested, 0.3% active; AID 1645854
USP28 block: inhibitors of human USP28 deubiquitinase. Q96RU2. purified USP28, Ub-rhodamine cleavage fluorescence, 30 min. 47,000 tested, 3% active. inhibition, % at 25 µM. AID 1645857
USP17 inh: inhibitors of human USP17 deubiquitinase | 47,000 tested, 6.5% active | A8MUK1 | purified USP17, Ub-rhodamine cleavage fluorescence, 3 h | inhibition, % at 50 µM
Target sequence (A8MUK1 whole entry, looked up): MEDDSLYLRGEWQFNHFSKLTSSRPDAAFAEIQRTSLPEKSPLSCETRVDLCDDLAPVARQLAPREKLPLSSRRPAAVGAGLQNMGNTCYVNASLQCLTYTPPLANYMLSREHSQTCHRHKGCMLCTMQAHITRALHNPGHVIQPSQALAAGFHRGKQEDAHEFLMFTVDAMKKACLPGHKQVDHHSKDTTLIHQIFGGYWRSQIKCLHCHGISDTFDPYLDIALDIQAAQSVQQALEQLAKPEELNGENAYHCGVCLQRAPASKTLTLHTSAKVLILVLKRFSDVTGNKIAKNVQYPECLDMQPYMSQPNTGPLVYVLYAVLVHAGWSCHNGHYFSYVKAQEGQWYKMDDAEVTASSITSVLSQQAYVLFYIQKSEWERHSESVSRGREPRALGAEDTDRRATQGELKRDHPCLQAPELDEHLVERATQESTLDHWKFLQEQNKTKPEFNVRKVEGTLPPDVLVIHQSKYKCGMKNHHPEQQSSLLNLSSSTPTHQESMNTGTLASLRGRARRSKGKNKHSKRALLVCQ
* marks the source's active call; other numbers are inactive results; / = not tested or not shown. Cut-off read from the data, not from the text of the source: active = inhibition above about 30%; inactive = the rest. Compounds as they come (roughly 14% active in at least one column).

SMILES	USP8 inh	USP17 inh	USP28 block	OTUD3 block	UCHL1 block	USP30 inh	USP10 inh	USP7 block
CN(C)c1cccc(C2CN(C(=O)c3ccc4n[nH]nc4c3)CCO2)n1 (stereo not drawn)	22	18	9	10	2	23	1	4
Cn1c(=O)n(CC(=O)O)c(=O)c2c1nc1n2CCCN1C1CCCCC1	2	-9	/	-9	-2	/	-1	13
Cc1ccc2cccc(OC(=O)N3CCOCC3)c2n1	1	-2	-6	-8	-1	-17	-1	-1
O=C(Nc1cccc(Cl)c1)Nc1ccccc1N1CCOCC1	9	10	8	6	5	13	6	5
COc1cc2oc(=O)cc(CN3CCCCC3)c2cc1OC	3	45*	-4	-2	-1	2	0	-2
O=C(NCc1ccc(N2CCOCC2)nc1)c1cc(F)cc(F)c1	-31	/	-11	-7	-2	-20	-1	-4
Cc1ccc2c(Nc3ccc(C(N)=O)cc3)c(C(=O)N3CCCCC3C)cnc2n1 (stereo not drawn)	-11	-44	-48	-32	-9	-112	-9	-7
O=C(Nc1nnc(-c2ccccc2Cl)o1)C1CCCCC1	10	15	-2	4	-1	8	6	3
Cc1cc(-c2cnc(C)nc2C2CCCN(C(=O)N3CCCC3)C2)on1 (stereo not drawn)	1	1	0	-4	-4	0	-1	-1
Cc1nn(-c2cccc(F)c2)c2c1C(C(=O)c1ccc3c(c1)OCO3)CC(=O)N2 (stereo not drawn)	-4	/	-14	-6	0	-10	1	-11
Cc1ccc(S(=O)(=O)c2cnc3ccccc3c2N2CCC(C(N)=O)CC2)cc1C	1	0	0	11	3	1	1	4
O=C(Cc1ccc(F)cc1)Nc1ccc(Cl)c(N2CCCS2(=O)=O)c1	4	2	15	3	1	17	1	1
O=C(c1ccc(Cl)cc1)N1CCC2(CC1)NC(=O)N(CCOc1ccccc1)C2=O	7	4	-1	6	3	15	2	-4
CCc1ccc(-c2nc(SCC(=O)c3c(N)n(C4CC4)c(=O)[nH]c3=O)n[nH]2)cc1	36*	44*	-59	-46	-4	-242	-9	2
O=C(NCc1ccc(Cl)cc1)c1cnc(-c2ccccc2)nc1-c1ccccc1	-25	-6	-12	-10	-2	-14	9	8
CC(=O)N1Cc2ccccc2OC2(CCCN(Cc3ccccc3F)C2)C1 (stereo not drawn)	22	10	5	3	3	25	-1	7
COc1ccc(C2CC(=O)N(Cc3ccccc3F)c3ccccc3S2(=O)=O)cc1OC (stereo not drawn)	33*	36*	0	-2	2	-59	10	-25
CNc1nc2c(c(=O)n1-c1ccccc1)CCN(C(=O)c1ccc(C)cc1)C2	-5	-16	-13	-1	0	-9	-1	1
O=C(CSc1ncccn1)c1ccc(Cl)cc1Cl	-8	-14	-5	-12	-1	-36	-3	-8
CN(CC1(C)CCOCC1)S(=O)(=O)Cc1ccc(F)cc1Cl	19	5	0	3	0	13	-1	-1
O=C(NCC(O)COc1ccc([N+](=O)[O-])cc1)Nc1ccccc1 (stereo not drawn)	-91	-16	9	-12	2	5	2	-133
CC(C)(Oc1ccc(Cl)cc1)C(=O)NCc1nc2ccccc2[nH]1	-14	-4	-16	-8	-5	-14	-8	0
COc1cccc(CNC(=O)CCc2c(C)nc3c(c(C)nn3-c3ccc(C)cc3)c2C)c1	21	10	11	6	6	19	2	9
Cc1cc(=O)[nH]c(C2CN(C(=O)c3cnc4ccccc4c3)CCO2)n1 (stereo not drawn)	-8	-7	-19	0	-2	-24	1	3
COc1cc(C2CC(=O)Nc3ccc4ccccc4c32)ccc1O (stereo not drawn)	3	12	-7	-6	3	-5	5	-5
O=c1[nH]c2ccc(S(=O)(=O)N3CC4CCCN4C[C@@H]3CCO)cc2[nH]1 (stereo partly drawn)	-12	6	/	11	1	/	-4	4
COc1ccc(CCNC(=O)Cn2c(=O)n(CC3CCC(C(=O)NC4CCCC4)CC3)c(=O)c3ccccc32)cc1OC (stereo not drawn)	-1	10	0	6	2	17	12	8
c1ccc(-c2noc(-c3nnc(N4CCCC4)c4ccccc34)n2)cc1	19	11	-2	-2	5	4	4	3
Cc1ccc(C(=O)Nc2cc3c4c(c2)CC(=O)N4CCC3)cc1C	30*	10	72*	8	0	-5	-4	1
CCS(=O)(=O)N1CCC2(C=Cc3ccc(F)cc32)CC1	2	0	/	5	4	/	-1	-2
O=C(NC(c1ccccc1)c1cccnc1)c1ccccc1F (stereo not drawn)	22	12	8	10	3	18	3	0
Cc1ccc(CNC(=O)C2CCCN(C(=O)c3[nH]c(C)cc3C)C2)cc1 (stereo not drawn)	9	10	3	9	3	15	-1	2
COc1ccc(NC(=O)c2ccc(-c3nc4ccccc4s3)o2)cc1S(=O)(=O)N1CCOCC1	-71	-91	-26	-24	-4	-125	-7	0
COc1ccc(C(CNC(=O)C(c2ccccc2)c2ccccc2)N2CCCC2)cc1 (stereo not drawn)	-1	-7	0	-1	-2	-5	-1	-14
Cc1ccc(-c2nc(CN3C(=O)NC4(CCCc5ccccc54)C3=O)cs2)cc1 (stereo not drawn)	-1	5	22	-3	4	5	-3	-27
COc1ccc(CC(=O)N2CCN=C2SCc2ccccc2C)cc1OC	10	5	2	11	2	21	0	3
COC(=O)c1cc2c(ccn2C)n1CC(=O)N1CCN(Cc2ccccc2)CC1	32*	-44	-69	-58	-20	-265	-5	-33
CC(C)c1ccc(C2c3[nH]c4ccccc4c3C[C@H]3C(=O)N(c4ccccc4C(=O)NC4CCCC4)C(=O)N23)cc1 (stereo partly drawn)	-4	/	-54	-38	-21	-238	-8	-13
COc1cccc(C(=O)NC2CCN(Cc3c(C)noc3C)CC2)c1	-14	-17	-8	-9	-5	-30	-4	-4
COc1ccc(-c2cc3c(=O)n(CC(=O)Nc4ccccc4C)ccn3n2)cc1	31*	36*	6	10	4	31*	29	13
COc1ccc(C(=O)NCC(=O)N2CCCc3ccccc32)c(OC)c1	1	-5	-5	-2	-1	3	0	0
CN1CCN(C(=O)c2ccc(CNS(=O)(=O)c3ccc(Br)cc3)cc2)CC1	-6	-2	-6	-3	-4	0	0	-3
CN1CC(c2ncn[nH]2)c2cc(C(=O)NC3CCCC3)ccc21 (stereo not drawn)	-9	-25	6	10	1	21	0	8
CS(=O)(=O)N[C@H]1COC[C@@H]1N1CCCCC1	-123	2	0	6	-2	0	-1	2
CS(=O)(=O)N(CC(=O)Nc1ccc(CC#N)cc1)c1ccc2c(c1)OCO2	11	-1	-4	-2	-3	3	4	0
Cc1ccc(S(=O)(=O)NC(=O)C2CCCCC2)cc1	-4	-7	0	-4	-3	-6	0	-3
c1ccc(-c2nnc3ccc(SCc4ccccn4)nn23)cc1	-133	0	31*	16	0	24	5	2
O=C(Nc1cc(Cl)ccc1-n1cncn1)c1ccc(-n2cccn2)cc1	5	22	7	7	0	-71	-10	-4
C/C=C(\C)c1cc(OC)c(C)c(=O)o1	-6	-1	-3	-7	-4	-5	-1	-2
COCC(=O)N1CCC2(C1)CN(c1ccccc1)C(=O)CN2C (stereo not drawn)	-93	-9	7	10	2	12	-3	3
CC(=O)N1CCCC(c2nc(C)cc(Nc3ccccn3)n2)C1 (stereo not drawn)	10	2	-7	0	-3	-10	-1	-1
O=C(c1cnn2cccnc12)N1CCCCC1c1nc2ccccc2[nH]1 (stereo not drawn)	2	1	-2	-6	-1	-11	-3	-3
Cc1ccccc1CN1CCc2c(OCc3ccccc3Cl)cccc2C1=O	22	2	0	3	1	-40	-2	12
COc1ccc(C2CCCN2C(C)C(=O)Nc2sccc2C(N)=O)cc1 (stereo not drawn)	-1	-14	-13	-30	-1	-171	-5	-16
COc1ccc(CC(=O)Nc2c(NCc3ccccc3)c3ccccc3oc2=O)cc1	91*	85*	34*	14	4	75*	21	21
O=C(COc1ccc(F)cc1)Nc1cc(F)c2nc(N3CCOCC3)ccc2c1	41*	51*	-1	-14	-14	-4	-11	-17

Carrying on:
SMILES	USP8 inh	USP17 inh	USP28 block	OTUD3 block	UCHL1 block	USP30 inh	USP10 inh	USP7 block
COc1ccc(CNc2nc(-c3ccccc3)nn2S(=O)(=O)c2ccc(C)cc2)cc1	-2	5	12	13	8	30	8	7
COCCn1c(SCC(=O)NC2CCCC2)nnc1-c1c[nH]c2ccccc12	0	-3	-8	-6	-4	1	0	-8
O=C(Nc1nc2ccccc2nc1N1CCCC1)c1ccncc1	-6	-50	-8	-1	-1	-108	-6	-47
Cc1ccc(-c2cc(C(=O)Nc3ccc4c(c3)OCCO4)c3ccccc3n2)o1	28	39*	7	8	8	-41	0	-16
CC1CSc2ccc(S(=O)(=O)N3CCOCC3)cc2NC1=O (stereo not drawn)	-4	0	-1	-6	0	-4	0	-5
CN(Cc1ccccc1)C(=O)CC1(CC(=O)O)CCCC1	9	5	-3	3	-1	13	1	0
Cc1ncsc1CN1CC[C@H]2O[C@H](C(=O)Nc3cccnc3)CC[C@H]21	-20	1	5	0	4	3	0	3
O=C(N1CCCC1)N1CCO[C@@H]2CC(COc3ccccn3)C[C@H]21 (stereo partly drawn)	-107	-17	-2	1	2	3	2	2
O=C(CSc1nnc2ccc3ccccc3n12)N1CCOCC1	-1	-5	-4	0	-2	-1	3	4
COc1cccc(CNC(=O)CCNS(=O)(=O)c2ccc3c(c2)CCN3C(C)=O)c1	17	9	13	16	3	9	1	5
CCN(C(=O)CSc1nnc(-c2ccncc2)o1)c1ccccc1	14	15	8	11	3	23	-1	6
Cc1ccc(S(=O)(=O)Nc2c(O)c3ccccc3oc2=O)c(C)c1	-54	7	17	-9	4	15	4	9
COc1cccc(NC(=O)C(C)c2c(C)n[nH]c2C)c1 (stereo not drawn)	12	5	12	6	2	21	2	8
Cc1cccc(NC(=O)C(C)NS(=O)(=O)c2cc(-c3noc(C4CC4)n3)ccc2C)c1 (stereo not drawn)	0	-8	-4	-4	0	-20	3	-3
O=C(C1CCCC1)N1CCC(c2nccnc2-c2ncc[nH]2)CC1	-6	7	0	8	2	0	-2	4
COc1ccc(S(=O)(=O)N2CCN(Cc3ncc(-c4ccccc4)o3)CC2)cc1OC	-31	-29	-20	-19	-7	-42	-12	-9
N#Cc1ccc(Cc2ncc(C(F)(F)F)cc2Cl)s1	0	3	60*	5	3	0	3	-5

USP8 inh: what is marked active above.
SMILES	USP8 inh	USP17 inh	USP28 block	OTUD3 block	UCHL1 block	USP30 inh	USP10 inh	USP7 block
CCc1ccc(-c2nc(SCC(=O)c3c(N)n(C4CC4)c(=O)[nH]c3=O)n[nH]2)cc1	36*	44*	-59	-46	-4	-242	-9	2
COc1ccc(C2CC(=O)N(Cc3ccccc3F)c3ccccc3S2(=O)=O)cc1OC (stereo not drawn)	33*	36*	0	-2	2	-59	10	-25
Cc1ccc(C(=O)Nc2cc3c4c(c2)CC(=O)N4CCC3)cc1C	30*	10	72*	8	0	-5	-4	1
COC(=O)c1cc2c(ccn2C)n1CC(=O)N1CCN(Cc2ccccc2)CC1	32*	-44	-69	-58	-20	-265	-5	-33
COc1ccc(-c2cc3c(=O)n(CC(=O)Nc4ccccc4C)ccn3n2)cc1	31*	36*	6	10	4	31*	29	13
COc1ccc(CC(=O)Nc2c(NCc3ccccc3)c3ccccc3oc2=O)cc1	91*	85*	34*	14	4	75*	21	21
O=C(COc1ccc(F)cc1)Nc1cc(F)c2nc(N3CCOCC3)ccc2c1	41*	51*	-1	-14	-14	-4	-11	-17
